Compound activity: PubChem BioAssay, National Center for Advancing Translational Sciences (NCATS)
JMJD2A Tudor = JMJD2A Tudor domain (human) inhibition. AlphaScreen JMJD2A-Tudor / H3K4me3 peptide binding. AID 504339. Potency, µM (top dose mostly 114 µM), for the others: at the top dose activity change, negative = inhibition, hits mostly inhibitors. O75164. actives 4.4% (n = 390,000); also: potency is read from the fitted curve at half-maximal effect; % is scaled to controls: 0 for no effect and ±100 for the full control effect; nearly all actives have a fitted effect of over 50% in size
Target sequence (O75164 whole entry, looked up, the tested form may be a part): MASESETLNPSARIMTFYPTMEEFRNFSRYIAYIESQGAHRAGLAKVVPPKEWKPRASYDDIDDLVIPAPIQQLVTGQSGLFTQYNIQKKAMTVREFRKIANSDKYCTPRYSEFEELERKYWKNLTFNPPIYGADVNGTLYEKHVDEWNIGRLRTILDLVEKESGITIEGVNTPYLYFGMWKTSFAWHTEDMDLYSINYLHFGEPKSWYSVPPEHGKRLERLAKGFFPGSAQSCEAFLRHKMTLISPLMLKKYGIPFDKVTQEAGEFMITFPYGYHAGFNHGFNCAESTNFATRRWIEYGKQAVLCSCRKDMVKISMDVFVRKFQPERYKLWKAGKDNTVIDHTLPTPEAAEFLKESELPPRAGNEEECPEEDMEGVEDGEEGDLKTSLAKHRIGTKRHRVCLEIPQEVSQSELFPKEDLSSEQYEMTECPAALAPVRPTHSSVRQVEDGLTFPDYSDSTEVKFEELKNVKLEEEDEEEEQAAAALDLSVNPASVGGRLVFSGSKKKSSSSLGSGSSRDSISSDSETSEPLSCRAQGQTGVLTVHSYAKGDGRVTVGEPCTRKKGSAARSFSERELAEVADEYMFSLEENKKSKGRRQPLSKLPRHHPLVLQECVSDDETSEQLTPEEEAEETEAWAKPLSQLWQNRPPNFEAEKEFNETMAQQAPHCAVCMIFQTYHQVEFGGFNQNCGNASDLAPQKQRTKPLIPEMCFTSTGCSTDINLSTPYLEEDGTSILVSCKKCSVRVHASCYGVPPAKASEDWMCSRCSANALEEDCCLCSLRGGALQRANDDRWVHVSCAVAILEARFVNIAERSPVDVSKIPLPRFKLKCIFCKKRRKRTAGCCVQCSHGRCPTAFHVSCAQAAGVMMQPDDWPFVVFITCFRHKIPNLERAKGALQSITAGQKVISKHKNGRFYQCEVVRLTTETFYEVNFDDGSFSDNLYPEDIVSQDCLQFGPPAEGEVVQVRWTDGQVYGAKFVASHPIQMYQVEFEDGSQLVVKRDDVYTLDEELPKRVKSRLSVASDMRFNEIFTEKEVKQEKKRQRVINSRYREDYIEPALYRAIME
PI4K2A block = blocks human PI4K2A kinase activity; Q9BTU6; purified PI4K2A, ADP-Glo luminescence, 1 h; hits give low values; activity change, negative = inhibition, % at 76.9 µM; actives 0.13% (n = 420,000); AID 1346378; in the data active = activity change below about -50%; inconclusive = mostly about -30% to -49%;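 also: -100% = wells without enzyme as full effect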
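Compounds are screened against recombinant PI4K2A using PI as substrate and ATP, the latter dispensed at 300 microM. Reactions run one hour at ambient temperature before ADP-Glo detection; full inhibition defined by wells lacking enzyme.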
HP1b chromo inh = inhibitors of HP1-beta chromodomain binding to methylated histone tails | P83916 | AlphaScreen HP1-beta / biotin-H3K9me3 peptide binding | Potency, µM (series often up to 114 µM), inactives show top-dose activity change, negative = inhibition, actives largely listed as inhibitors | actives 0.56% (n = 390,000) | AID 540317; also: potency is read from the fitted curve at half-maximal effect; nearly all actives have a fitted effect of over 70% in size; inactives centre near 23
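Compound inhibition of the preformed complex between 50 nM HP1-beta and 50 nM biotinylated H3K9me3 peptide was read by AlphaScreen. Buffer was PBS pH 7.4 with 0.01% Tween-20. Incubations ran 30 min at room temperature, with 10 ug/mL donor/acceptor beads.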
GLS inhibitor = blocks human kidney-isoform glutaminase activity; actives 0.21% (n = 410,000); GLS enzymatic activity, qHTS titration; AID 624170; O94925; Potency, µM (series often up to 45.5 µM), without a hit: at the top dose activity change, negative = inhibition, usual class: inhibitors; also: potency is read from the fitted curve at half-maximal effect; % is scaled to controls: 0 for no effect and ±100 for the full control effect
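Two-point fluorescence kinetic (t0, 30 min RT) for hKGA; glutamate detected via glutamate oxidase–HRP–Amplex Red. Substrate: 1 mM L-glutamine solution; buffer 45 mM KH2PO4, pH 8.2.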
Tb PGK inh = blocks T. brucei phosphoglycerate kinase; actives 0.043% (n = 380,000); PGK/GAPDH coupled, Kinase-Glo luminescence, 60 min; Potency, µM (top dose mostly 57.5 µM), inactives show top-dose activity change, negative = inhibition, actives largely listed as inhibitors; also: potency is read from the fitted curve at half-maximal effect; % is scaled to controls: 0 for no effect and ±100 for the full control effect; nearly all actives have a fitted effect of over 60% in size
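Recombinant glycosomal PGK reaction used 1,3-bisphosphoglycerate generated in-well by GAPDH (100nM final) in 100mM TEA pH 7.6, 5mM MgCl2, 0.01% Tween-20. After 60 minutes at room temperature, ATP was read by Kinase-Glo Plus luminescence end-point.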
Pin1 inhibitor = human Pin1 inhibition. Q13526. Pin1 FP peptide displacement, HiFluor488, 10 min. Potency, µM (titrated, usually from 115 µM), inactives show at the top dose activity, negative = inhibition, most hits filed as inhibitors. actives 0.009% (n = 390,000). AID 504891; active = well fitted inhibition curve with a large enough effect in the polarisation, with a control signal flat, not every such curve was filed as active; inconclusive = small, poorly fitted or top-dose-only effect, or effect the other way, or a change in a side signal; inactive = no such curve, though single readings can be large or run the other way; the % refers to the polarisation; also: potency is read from the fitted curve at half-maximal effect; % is scaled to controls: 0 for no effect and ±100 for the full control effect
G9a inh = inhibitors of human histone lysine methyltransferase G9a; G9a H3K9 monomethylation, AlphaScreen, 2 h; Q96KQ7; actives 8.8% (n = 350,000); AID 504332; Potency, µM (series often up to 102 µM), for inactives: top-dose activity, negative = inhibition, hits mostly inhibitors; also: potency is read from the fitted curve at half-maximal effect; % is scaled to controls: 0 for no effect and ±100 for the full control effect; nearly all actives have a fitted effect of over 75% in size
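Using a bead-based AlphaScreen, monomethylated H3K9 product from 2 h room-temperature reactions (G9a 20 nM, peptide 500 nM, SAM 20 uM) was detected with 0.5 ug/mL rabbit anti-H3K9me1 antibody.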
Pol eta inh = inhibitors of human DNA polymerase eta; recombinant Pol eta, fluorescent DNA replication assay; Potency, µM (top dose mostly 114 µM), inactives show top-dose activity change, negative = inhibition, most hits filed as inhibitors; actives 1.2% (n = 390,000); also: potency is read from the fitted curve at half-maximal effect; % is scaled to controls: 0 for no effect and ±100 for the full control effect
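Pol eta (10 nM) was preincubated with compounds for 15 min at room temperature, after which fluorescent replication substrate (50 nM final) was added to start the reaction. Fluorescence was read kinetically at 0 and 10 min.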
BAZ2B block = inhibitors of human BAZ2B bromodomain; Q9UIF8; AlphaScreen BAZ2B-H3K14Ac peptide displacement; Potency, µM (highest dose often 114 µM), without a hit: at the highest dose activity change, negative = inhibition, hits mostly inhibitors; actives 4.4% (n = 360,000); AID 504333; also: potency is read from the fitted curve at half-maximal effect; % is scaled to controls: 0 for no effect and ±100 for the full control effect; nearly all actives have a fitted effect of over 60% in size
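Inhibition is scored as reduced AlphaScreen emission. The BAZ2B/b-H3(5-23)K14Ac complex (50 nM each) in PBS pH 7.4, 0.01% Tween-20 meets compound (up to 110 uM) for 30 min at RT before bead addition.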
* = called active by the depositor; i = inactive; ? = inconclusive; nt = not tested or not shown; [ ] = dose if it differs, or a comment. Unless noted, calls follow the shape of the dose curve; as a rule, active = well fitted curve in the direction sought with a large enough effect; inconclusive = small, poorly fitted or top-dose-only effect, or another doubt; inactive = no such curve, though single readings can be large; an effect the other way counts as inactive or inconclusive. Some of the compounds tested; count on the stated rates, not on these rows.

SMILES | JMJD2A Tudor | PI4K2A block | HP1b chromo inh | GLS inhibitor | Tb PGK inh | Pin1 inhibitor | G9a inh | Pol eta inh | BAZ2B block
O=C(Nc1ccc(Cl)cc1F)c1ccc2c(c1)C(=O)N(Cc1ccncc1)C2=O | -8.3% | -13.9 | -5.9% | 5.9% | -3.2% | 14.2% | nt | -8.9% | nt
CCOC(=O)C1CCN(C(=O)Nc2ccc3nccnc3c2)CC1 | -6.7% | 3.0 | 28.2% | 2.8% | -0.3% | 5.3% | 15.2%[59 µM] | -10.8% | -2.5%
CCCCCCc1cc2cc(C(=O)Nc3cccc(OC)c3)c(=O)oc2cc1O | -2.7% | 0.6 | 20.1% | 7.0% | 14.6% | 13.3% | 17.0%[59 µM] | -6.2% | -5.3%
CC(C)(C)NC(=O)C1CCN(c2nc3ccccc3nc2C(F)(F)F)CC1 | -10.4% | 0.0 | 32.3% | -13.1% | 5.8% | -6.4% | -0.7%[59 µM] | -4.8% | 0.6%
Cn1c(SCC(=O)NC2(C#N)CCCCC2)nnc1-c1cccnc1 | -15.1% | -0.8 | 16.9% | -13.7% | -8.8% | 3.5% | -0.5% | -0.4% | -0.5%
CCOC(=O)c1cc2c(nc1NC(=S)Nc1ccccc1)CC(C)(CC)OC2 (stereo not given) | 1.0% | -14.2 | 21.8% | 0.0% | -1.9% | -1.3% | 24.3%[59 µM] | 4.9% | 11.3%
CCOC(=O)C1C(=O)OC(C)(C)C1C(CC)C(=O)c1ccccc1 (stereo not given) | -4.5% | 3.2 | 36.9% | 2.9% | 7.4% | 7.8% | 13.4%[12.7 µM] | -12.2% | ?
CCn1nnc2cc(C(=O)OCC(=O)N(C)Cc3cccc(F)c3)ccc21 | 4.4% | 1.2 | 27.8% | -3.9% | 3.1% | 20.3% | nt | -12.4% | nt
COc1ccc(N2CCN(CCCNC(=S)Nc3c(C)cccc3C)CC2)cc1 | ? | -2.7 | ? | 12.7% | i | -4.6% | ? | -6.3% | ?
O=C(CSc1nccn1Cc1ccccc1)NCc1ccccc1 | -7.7% | -0.7 | 0.4% | 0.6% | -1.0% | 3.0% | ? | -6.2% | -19.2%
Cc1ccc(-n2nc(C(=O)c3ccccc3)n3c(=O)c(Cc4ccccc4)nnc23)cc1 | -20.1% | 0.2 | 5.6% | 0.7% | -5.6% | 2.1% | nt | -12.4% | nt
Cn1ncc2cc(NC(N)=S)ccc21 | -9.7% | 7.0 | 52.7%[activator] | 14.2% | 0.4% | -4.8% | 8.0% | -17.9% | -2.5%
CCOC(=O)c1c(/N=C/C2=C(O)CCCC2=O)sc2c1CCCC2 | -7.3% | -7.5 | 63.7%[activator] | -1.1% | i | -3.5% | -32.7%[59 µM] | -7.0% | -1.5%
NC(=O)N=Nc1c(O)[nH]c2ccc([N+](=O)[O-])cc12 | -21.5% | 4.9 | 29.7% | -6.8% | -8.0% | ? | nt | -15.3% | -12.5%
NS(=O)(=O)c1ccc(CCNC/C=C/c2ccccc2)cc1 | -13.0% | -4.4 | 30.2% | -1.5% | i | -3.9% | 1.8% | -6.5% | -25.0%
COc1ccccc1N1CCN(S(=O)(=O)c2ccc(NC(C)=O)cc2)CC1 | -24.5% | 0.8 | -17.5% | 2.1% | -4.8% | 1.8% | 5.5% | -18.7% | -21.8%
CCOC(=O)c1ccc(NC(=S)N2CCN(S(C)(=O)=O)CC2)cc1 | -14.6% | -5.2 | 16.2% | 29.0% | -5.8% | ? | -2.7%[12.7 µM] | 3.4% | -4.6%
Cc1onc(-c2ccccc2)c1-c1nnc(COC(=O)c2ccc(F)cc2)o1 | nt | 1.7 | nt | -1.0% | 2.6% | nt | nt | -16.6% | nt
O=C(COc1ccc(Cl)cc1)NC1=NN(c2ccccc2)C(=O)C1 | ? | -16.3 | -9.1% | 27.8% | -0.6% | -18.1% | -16.6%[59 µM] | -13.1% | ?
COc1ccc(C(c2c(O)cc(C)n(Cc3ccco3)c2=O)N2CCN(c3ccccc3)CC2)cc1 (stereo not given) | -17.5% | -1.6 | 21.7%[57 µM] | 16.2% | -2.2% | -1.4% | ? | -14.9% | -16.2%
COc1ccc(CCc2nc(-c3ccc(-n4cccc4)cc3)no2)cc1 | -1.4% | 0.4 | 57.5%[activator] | -0.7% | 10.1% | 4.7% | 9.1% | -3.0% | 3.1%
Cc1cccc(C(=O)N2CCc3cc(CNC(=O)Cc4ccc(F)cc4)ccc32)c1 | -23.3% | -0.3 | 4.2% | 5.4% | 5.9% | 9.4% | -0.8%[59 µM] | -9.2% | -4.4%
CC1CCCN(C(=O)CSc2nnc3n(C4CCCC4)c(=O)c4ccccc4n23)C1 (stereo not given) | -18.6% | -0.7 | 27.9% | -1.9% | -0.1% | -4.4% | ? | -12.1% | -11.4%
CCOC(=O)c1c(C)nsc1NC(=O)C1CCCCC1 | 36.1%[activator] | -3.8 | 90.2%[activator] | -0.2% | i | -4.4% | nt | -20.6% | 16.6%
CCc1cccc(C)c1NC(=S)NCc1ccc2[nH]c(C)cc2c1 | ? | -1.7 | 5.4% | 8.5% | -6.9% | -1.0% | ? | -11.9% | 39.8µM*
CCOc1cc2c(cc1OCC)C(CC(=O)OC)N(C(=O)Nc1cc(C)cc(C)c1)CC2 (stereo not given) | -28.1% | 4.1 | 6.7% | -8.5% | -7.1% | -1.2% | -2.7%[12.7 µM] | 8.9% | -25.9%
CCc1cccc2c(=O)c(C(=O)NCCCOC)c[nH]c12 | -3.6% | -1.3 | 11.8% | 0.8% | -2.5% | -8.1% | 4.1% | -5.8% | 23.4%
COc1ccc(S(=O)(=O)N2CCC(NC(=O)c3ccccc3)CC2)cc1 | -2.5% | 0.5 | 19.3% | -0.3% | -8.6% | -4.6% | 19.4% | -6.2% | 2.3%
COC(=O)Cc1cnc(NC(=O)CSc2nc(C(C)C)cc(=O)[nH]2)s1 | -7.0% | -2.1 | 12.8% | 6.1% | -2.4% | -5.5% | -5.6% | -11.4% | 0.5%
COc1ccc(NC(=O)/C=C/c2ccc(Br)o2)cn1 | ? | -14.7 | ? | -0.9% | 2.5% | nt | ? | 50.1µM* | ?
O=C(OCc1ccccc1F)c1ccc2c(c1)-c1ccccc1C2=O | ? | 0.0 | -29.4% | -10.1% | -6.6% | -1.7% | 6.4%[2.33 µM] | -8.0% | 0.2%
O=C(NNc1ccc(Cl)cc1)c1sccc1Cl | ? | -3.3 | 11.6% | 19.5% | -3.7% | -0.6% | nt | 1.9% | ?
O=C(NC(C(=O)c1ccccc1)n1c(=O)cc[nH]c1=S)c1ccccc1 (stereo not given) | ? | -1.3 | 37.0% | 44.5%[activator] | 6.2% | 4.2% | 14.1µM* | 0.9% | 0.8%
CCOC(=O)N1CCC(NC(=O)CCS(=O)(=O)c2ccc3c(c2)CCN3C(=O)CC)CC1 | -0.3% | 4.9 | 28.9% | 0.3% | -7.3% | -3.1% | -33.0% | -6.1% | -1.8%
CCOc1ccccc1CN1CCN(S(=O)(=O)c2ccccc2)CC1 | -6.5% | -1.1 | 64.4%[activator] | -2.6% | -3.6% | 31.6% | 15.8%[59 µM] | -16.6% | 7.6%
COc1ccccc1/C=C/C=N/NC(=O)Cc1cccs1 | -6.6% | -0.2 | 18.4% | 4.8% | -7.7% | -8.3% | -5.3%[59 µM] | -19.2% | -14.4%
Cc1cc(=O)[nH]c2nnc(-c3ccc(Br)cc3)n12 | -1.1% | 0.2 | 29.2% | 12.3% | -5.3% | 0.2% | -8.0% | 3.5% | -9.4%
CC(C)c1ccc(NC(=O)CSC2=Nc3ccccc3C3=NC(CCC(=O)NC4CCCCC4)C(=O)N23)cc1 (stereo not given) | -9.3% | -2.6 | 23.9% | -0.3% | -1.5% | -3.6% | 7.6%[59 µM] | -13.8% | 1.6%
Cc1csc(NC(=O)c2c(-c3c(Cl)cccc3Cl)noc2C)n1 | -17.1% | 14.6 | -3.6% | 10.7% | -5.7% | 21.7% | ? | -0.3% | -11.7%
O=C(Cn1nnc2sc(-c3ccccc3)cc2c1=O)Nc1cccc(C(F)(F)F)c1 | -27.7% | 4.0 | 4.0% | 0.3% | nt | ? | 1.3%[59 µM] | nt | -16.8%
CCN(CC)C(=O)C(Sc1nnnn1-c1ccc(O)cc1)c1ccccc1 (stereo not given) | -18.4% | -3.2 | 15.7% | -2.8% | -8.5% | -4.1% | -15.5% | -22.5% | -21.3%
CCCCNS(=O)(=O)c1ccc2nc(-c3cccnc3)cc(C(=O)NCC(OC)OC)c2c1 | -9.0% | -3.3 | 49.0%[activator] | -8.4% | i | -2.2% | 10.3% | ? | -0.5%
Cc1cc(=O)n(Cc2c(F)cccc2Cl)c2c1c(C)nn2-c1cccc(F)c1 | -10.0% | 2.5 | 20.1% | 1.5% | i | 3.6% | -4.4%[59 µM] | 13.9% | -35.3%
COc1ccccc1C(CNC(=O)c1cccc(S(=O)(=O)Nc2ccc(F)cc2)c1)N1CCCC1 (stereo not given) | ? | -0.1 | -4.2% | 11.1% | -6.6% | -0.4% | nt | -11.6% | nt
S=C(Nc1ccc(Cl)cc1)N1CCN(Cc2ccccc2)CC1 | -32.4% | 2.0 | 23.8% | 19.0% | i | -4.0% | -8.2%[12.7 µM] | -10.3% | ?
